HTT aggregate – reduces HttQ103-GFP aggregates in PC12 cells; PC12 HttQ103-GFP aggregates, Acumen cytometry, 40 h; Potency, µM (doses to about 46.1 µM), without a hit: at the highest dose activity change, negative = inhibition, usual class: inhibitors; 1.1% of 220,000 active; also: potency is read from the fitted curve at half-maximal effect; % is scaled to controls: 0 for no effect and ±100 for the full control effect; nearly all actives have a fitted effect of over 60% in size
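PC12 cells with ecdysone-inducible HTT exon1 Q103-GFP, induced by 100 nM tebufenozide, given compounds in a concentration series. GFP aggregates (1–25 um, 6 SD above background) counted in lysates by laser-scanning cytometry, 488 nm excitation.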
CBFb-RUNX1 inh – blocks binding between human CBF-beta and RUNX1; Q01196+Q13951; AlphaScreen CBFb-His/RUNX1-biotin binding, biochemical; Potency, µM (series often up to 59.8 µM), inactives show at the highest dose activity, negative = inhibition, actives largely listed as inhibitors; 230,000 tested, under 10 active; AID 1477; also: % of control where 0% means no effect
Target sequence (Q01196 whole entry, looked up): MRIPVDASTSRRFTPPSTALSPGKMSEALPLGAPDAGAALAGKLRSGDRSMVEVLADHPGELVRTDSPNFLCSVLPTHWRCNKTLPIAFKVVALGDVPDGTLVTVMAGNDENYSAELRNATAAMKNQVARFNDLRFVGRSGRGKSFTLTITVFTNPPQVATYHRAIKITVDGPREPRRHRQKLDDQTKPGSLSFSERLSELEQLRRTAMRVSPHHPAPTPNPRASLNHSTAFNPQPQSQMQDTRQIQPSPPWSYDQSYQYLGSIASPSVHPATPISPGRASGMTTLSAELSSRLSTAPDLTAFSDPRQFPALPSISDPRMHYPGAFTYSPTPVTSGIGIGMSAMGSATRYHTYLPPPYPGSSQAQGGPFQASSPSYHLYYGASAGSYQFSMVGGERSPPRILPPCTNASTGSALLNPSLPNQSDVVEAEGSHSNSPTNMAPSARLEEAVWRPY
Target sequence (Q13951 whole entry, looked up): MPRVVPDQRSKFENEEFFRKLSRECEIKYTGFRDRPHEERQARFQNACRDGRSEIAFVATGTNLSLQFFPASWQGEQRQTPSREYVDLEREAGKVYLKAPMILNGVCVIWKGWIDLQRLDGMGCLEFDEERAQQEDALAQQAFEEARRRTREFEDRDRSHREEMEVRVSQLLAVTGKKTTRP
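Proteins preincubated together for 20 min at RT before compound addition; 15 min later, nickel and streptavidin beads were added and left 90 min prior to AlphaScreen measurement.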
Epigenetic derep – derepresses silenced GFP reporter in murine cells. 0.2% of 280,000 active. murine LDR cells, GFP reporter derepression, 30 h. Potency, µM (series often up to 53.9 µM), inactives show at the top dose GFP activation, hits mostly activators; also: potency is read from the fitted curve at half-maximal effect; % of control where 0% means no effect; nearly all actives have a fitted effect of over 60% in size
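Reporter derepression read as number of fluorescent GFP-positive objects, 20-120 um in size, counted by laser-scanning cytometer. Mouse LDR line with an epigenetically silenced CMV-GFP locus; compound incubation 30 h, 37 C.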
Luc counter – blocks Kinase-Glo luciferase, a counter-screen artifact | Potency, µM (doses to about 38.3 µM), for the others: at the highest dose activity change, negative = inhibition, usual class: inhibitors | Kinase-Glo luciferase, ATP luminescence, 8 min | 0.28% of 200,000 active | Q27757; also: potency is read from the fitted curve at half-maximal effect; % is scaled to controls: 0 for no effect and ±100 for the full control effect; nearly all actives have a fitted effect of over 60% in size
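Light output from Kinase-Glo luciferase with luciferin and 10 uM ATP in 50 mM imidazole pH 7.2, KCl, MgCl2, Tween 20, BSA; compound pin-delivered, 8-min ambient incubation, then luminescence read.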
L3MBTL1 inh – inhibitors of human L3MBTL1; 0.66% of 230,000 active; AID 485360; Q9Y468; Potency, µM (doses to about 57.1 µM), inactives show at the highest dose activity, negative = inhibition, hits mostly inhibitors; AlphaScreen L3MBTL1–H3K9me1 peptide binding; also: potency is read from the fitted curve at half-maximal effect; % is scaled to controls: 0 for no effect and ±100 for the full control effect; nearly all actives have a fitted effect of over 60% in size
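First, the protein-peptide complex forms for 30 min at room temperature (L3MBTL1 50 nM, biotinylated H3K9me1 peptide 75 nM). Next, compounds are pin-transferred and incubated 30 min. Finally, AlphaScreen beads are added and read after 30 min.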
IMPase Li inh – membrane-permeable IMPase blocker, potentiated with lithium; Potency, µM (doses to about 59.4 µM), without a hit: at the highest dose activity, negative = IMPase inhibition, most hits filed as inhibitors; CHO-M1 cells, IP1 TR-FRET (IP-One), carbachol + lithium; 0.35% of 210,000 active;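 also: IP1 builds up when IMPase is blocked and the TR-FRET signal falls; potency is read from the fitted curve at half-maximal effect; plate controls were basal vehicle for no effect and high inhibitor control for full effect; nearly all actives have a fitted effect of over 50% in size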
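Readout is a homogeneous TR-FRET IP1 immunoassay (Ex 320, Em 665 and 620), where raised cytosolic IP1 lowers signal. Cells were CHO-M1 treated 30 min at 37C with test compounds plus a little lithium; AC50 values came from Hill-equation fitting.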
NPSR antag – antagonists of human neuropeptide S receptor cAMP signaling. CHO-NPSR cells, cAMP TR-FRET, antagonist mode. Potency, µM (top dose mostly 38.3 µM), without a hit: at the highest dose activity change, negative = inhibition, actives largely listed as inhibitors. 1% of 220,000 active. AID 1461; also: potency is read from the fitted curve at half-maximal effect; % is scaled to controls: 0 for no effect and ±100 for the full control effect; nearly all actives have a fitted effect of over 50% in size; many of its hits are not listed in these tables
Target sequence (Q6W5P4 whole entry, looked up): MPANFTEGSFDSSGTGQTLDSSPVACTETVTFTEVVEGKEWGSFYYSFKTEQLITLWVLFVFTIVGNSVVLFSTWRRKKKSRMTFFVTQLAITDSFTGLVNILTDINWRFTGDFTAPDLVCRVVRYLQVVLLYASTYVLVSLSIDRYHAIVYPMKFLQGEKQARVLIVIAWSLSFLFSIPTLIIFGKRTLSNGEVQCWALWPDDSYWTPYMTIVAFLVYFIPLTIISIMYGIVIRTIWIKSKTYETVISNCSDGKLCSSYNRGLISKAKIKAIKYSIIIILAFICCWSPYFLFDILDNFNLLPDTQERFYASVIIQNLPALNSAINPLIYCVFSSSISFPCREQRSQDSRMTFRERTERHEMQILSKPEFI
Active calls of the source: *; ? = inconclusive; · = no result given; [ ] = another dose, or the depositor's remark. Calls follow the shape of the dose curve; as a rule, active = well fitted curve in the direction sought with a large enough effect; inconclusive = small, poorly fitted or top-dose-only effect, or another doubt; inactive = no such curve, though single readings can be large; an effect the other way counts as inactive or inconclusive. An excerpt; the hit share may differ from the screen's.

Compound	L3MBTL1 inh	CBFb-RUNX1 inh	NPSR antag	Luc counter	Epigenetic derep	IMPase Li inh	HTT aggregate
COc1ccc(NC(=O)c2cc(S(=O)(=O)N3CCCC3)oc2C)cc1	12%	8%	-12%	·	3.0%	·	-5%[9.22 µM]
CCn1c(SCC(=O)N2CCC(C(N)=O)(N3CCCCC3)CC2)nnc1-c1ccccc1	-8%	10%	6%[46.1 µM]	5%	0.0%	19%	-18%
COc1ccc(C(c2c[nH]c3ccccc23)c2c[nH]c3ccccc23)cc1O	·	-21%	?	3%	-4.2%	3%[38.3 µM]	-27%
N=C(N)SCc1ccccc1Cl	10%	1%	18%	0%	-9.5%	-8%	?
COc1ccc(NC(=O)CN2C(=O)N(C)Cc3ccccc32)c(C)c1	0%	4%	-4%	-1%	-0.4%	9%	16%
CCOc1ccccc1C(=O)NCCCn1ccnc1	-1%	2%	-3%[46.1 µM]	2%	-0.9%	-2%	-8%
O=C(CC1S/C(=N/N=C/c2cccs2)NC1=O)Nc1ccc(Cl)cc1 (stereo unspecified)	-17%	0%	-5%	-1%	-0.9%	3%	-2%
CCOC(=O)C1(CCCc2ccccc2)CCN(C(=O)C(C)n2cncn2)CC1 (stereo unspecified)	-3%	-2%	10%	-2%	-1.4%	9%	-2%[9.22 µM]
CC1Cn2c(nnc2-c2cc3ccccc3cc2O)S1 (stereo unspecified)	-10%	4%	30%[46.1 µM]	-7%	0.4%	-1%[38.3 µM]	15%
COc1ccc(S(=O)(=O)N2CCCCCC2)cc1N(C)S(=O)(=O)c1ccc(Cl)cc1	3%	1%	?	0%	-2.3%	5%[38.3 µM]	-31%
CCCCn1c(SCc2cccnc2)nc2c1c(=O)n(C)c(=O)n2C	-9%	6%	-3%[46.1 µM]	-3%	0.0%	3%	-17%
Cc1ccc(OCCOc2ccc(Br)cc2)c([N+](=O)[O-])n1	3%	11%	-11%	-2%	-3.8%	8%	-30%

More entries follow.
Compound	L3MBTL1 inh	CBFb-RUNX1 inh	NPSR antag	Luc counter	Epigenetic derep	IMPase Li inh	HTT aggregate
CC(NC(=O)Nc1ccc(Br)cc1)C(C)(C)C (stereo unspecified)	7%	7%	-12%	3%	6.9%	10%	-14%
O=C1COc2ccc(C(=O)/C=C/c3ccccc3)cc2N1	7%	2%	6%	1%	1.9%	-3%	1%
COc1ccc(O)c(CN2CCN(CCc3ccccc3)C(CCO)C2)c1 (stereo unspecified)	-8%	0%	-5%	-2%	-4.3%	13%	11%[9.22 µM]
COc1ccc(/C=C(/C(=O)c2cccs2)N2C=CC=CC2=C(C#N)C#N)cc1	0%	-3%	?	·	-0.9%	·	22%[9.22 µM]
CCN(CC)S(=O)(=O)c1ccc(NC(=O)CSc2nnc(-c3cccc(OC)c3)n2C)cc1	0%	-1%	-8%[46.1 µM]	·	-1.0%	·	4%
COc1cc(C)c(S(=O)(=O)NCc2cccs2)cc1C	-14%[11.4 µM]	6%	-24%[46.1 µM]	1%	-1.0%	24%[38.3 µM]	2%
COC(=O)c1cc(NC(=O)CC2NCCNC2=O)cc(C(=O)OC)c1 (stereo unspecified)	-2%	-3%	9%[46.1 µM]	-10%	-1.3%	-1%[38.3 µM]	8%
CC(=O)N(CC1CCCO1)c1nnc(-c2cnccn2)s1 (stereo unspecified)	3%	0%	-2%[46.1 µM]	0%	0.8%	2%[38.3 µM]	-8%[9.22 µM]
COCCOc1nc2ccccc2nc1C	15%	2%	12%	2%	-1.0%	-2%	16%
O=C(O)CCCNC(=O)Nc1ccccc1	1%	-1%[2.36 µM]	-1%	0%	-0.9%	-3%	-11%
COc1ccccc1OCC(=O)Nc1ccc(CSc2ccccc2)cc1C	·	17%	-13%[46.1 µM]	17%	5.9%	37%[activator][38.3 µM]	0%
Cc1nc2ccc(C(=O)O)cc2nc1C	-21%	3%	17%	-1%	0.0%	1%	-15%

Later entries.
Compound	L3MBTL1 inh	CBFb-RUNX1 inh	NPSR antag	Luc counter	Epigenetic derep	IMPase Li inh	HTT aggregate
O=C(Nc1nccs1)c1ccc2c(=O)n3c(nc2c1)CCCCC3	3%	0%	-30%[46.1 µM]	·	1.0%	·	20%
COc1ccc(NC(=O)C(C)SCc2ccccc2)cc1OC (stereo unspecified)	-1%	-7%	-2%	0%	-1.6%	7%	9%
COc1ccc2c(c1)NC(c1ccc(N(C)C)cc1)c1cccn1-2 (stereo unspecified)	1%	?	?	·	11%	·	5%[9.22 µM]
O=C(Cc1ncc(C(F)(F)F)cc1Cl)NCCc1ccccn1	-4%	-7%	6%	7%	-0.4%	-1%	10%
Cc1cccc(OCCCSc2nc3ccc(C)cc3[nH]2)c1	18%	25%	-13%[46.1 µM]	3%	3.5%	24%[38.3 µM]	?
CCCCNc1nc(N(C)c2ccccc2)nc(-n2ccnc2)n1	-4%	-1%	?	-2%	-2.2%	15%[38.3 µM]	?
Cc1cc(C(=O)N(CCC#N)Cc2cccs2)no1	8%	-6%	-15%	·	-0.8%	·	-3%[9.22 µM]
CCOC(=O)c1c(CC(C)C)csc1NC(=O)C(C)C	25%	7%	-29%[46.1 µM]	-4%	-1.2%	25%[38.3 µM]	-10%
CC(=O)OC1COC(n2ccc3ccccc32)C(OC(C)=O)C1OC(C)=O (stereo unspecified)	-3%	-3%	-12%[46.1 µM]	-3%	0.0%	-10%[38.3 µM]	11%
COc1cc(C(=O)Nc2nnc(CC(=O)N3CCOCC3)s2)cc(OC)c1OC	-2%[11.4 µM]	5%	3%[46.1 µM]	0%	-0.9%	2%[38.3 µM]	11%
CCN1C(=O)/C(=C/c2cc(C)n(C)c2C)SC1=Nc1ccc(OC)cc1	·	-18%	?	14%	-0.1%	64%[activator][38.3 µM]	-3%
O=C(/C=C/c1cccc(Cl)c1)N1CCC(Cc2ccccc2)CC1	18%	22%	-21%	-1%	3.3%	14%	-22%

Some of these compounds in order of the L3MBTL1 inh value, lowest first:
Compound,L3MBTL1 inh,CBFb-RUNX1 inh,NPSR antag,Epigenetic derep,IMPase Li inh,HTT aggregate
COc1ccc(NC(=O)C(C)SCc2ccccc2)cc1OC (stereo unspecified),-1%,-7%,-2%,-1.6%,7%,9%
COc1ccc2c(c1)NC(c1ccc(N(C)C)cc1)c1cccn1-2 (stereo unspecified),1%,?,?,11%,·,5%[9.22 µM]
O=C(Nc1nccs1)c1ccc2c(=O)n3c(nc2c1)CCCCC3,3%,0%,-30%[46.1 µM],1.0%,·,20%

(more compounds)
Compound	L3MBTL1 inh	CBFb-RUNX1 inh	NPSR antag	Luc counter	Epigenetic derep	IMPase Li inh	HTT aggregate
Cc1ccc(Nc2c(-c3ccc(C)o3)nc3ncccn23)cc1	-12%	-6%	-15%	·	1.1%	·	12%[9.22 µM]
O=C(CCc1ccccc1)Nc1ccncc1	·	11%	-9%[46.1 µM]	5%	-1.1%	21%[38.3 µM]	-23%
Nc1ncc(N=Nc2cc(C(=O)O)ccc2Cl)s1	·	?	-4%	·	1.1%	·	-30%[9.22 µM]
CCCSC1=N/C(=C/c2ccsc2)C(=O)N1c1ccccc1	63%[activator]	?	-28%	-1%	0.0%	7%	-9%
COC(=O)c1cc(C)cc(=O)o1	-3%	25%	-9%	·	3.1%	·	2%[9.22 µM]
CCOC(=O)c1nn(-c2ccc(Cl)cc2Cl)c(=N)c(C#N)c1C	·	?	-10%	·	11µM*	·	-31%[9.22 µM]
O=C(O)c1cc([N+](=O)[O-])c(NCc2cccnc2)c([N+](=O)[O-])c1	22%	10%	18%	-1%	-1.9%	5%	20%
COc1ccc(C2C(C(=O)N3CCCCC3)CC(=O)N2c2ccc(OC)cc2)cc1 (stereo unspecified)	-2%	-8%	-10%[46.1 µM]	0%	-1.8%	5%[38.3 µM]	21%
CC(C)Nc1nc(NC(C)C)nc(N(C)n2cnnc2)n1	1%	2%	-8%[46.1 µM]	·	2.2%	·	-3%
O=C(Nc1ccccc1)c1nn(-c2cccc(C(F)(F)F)c2)ccc1=O	5%[11.4 µM]	2%	-25%	1%	-0.3%	8%	-8%
Cc1ccccc1OCC(=O)NNC(=O)CCN1C(=O)c2ccccc2C1=O	·	1%	17%	-1%	-0.1%	4%	-7%
CCCCNC1C(CC)C(CCC)C(C#N)(C#N)C1(C#N)C#N (stereo unspecified)	-6%	-3%	5%[46.1 µM]	2%	2.2%	26%[38.3 µM]	?

Going on with the list.
Compound	L3MBTL1 inh	CBFb-RUNX1 inh	NPSR antag	Luc counter	Epigenetic derep	IMPase Li inh	HTT aggregate
Cc1c(NS(C)(=O)=O)cccc1-c1nc2cccnc2s1	3%	1%	-4%	·	-1.2%	·	-7%[9.22 µM]
CC(=O)c1ccc(-n2c(-c3cc(-c4ccsc4)n[nH]3)n[nH]c2=S)cc1	11%	-1%	-18%	3%	-0.3%	-7%	12%
COC(=O)CC1=NN(c2nc3ccccc3s2)C(=O)/C1=C/N(C)C	·	-7%	9%	5%	-0.1%	0%	18%
CCSCCOC(=O)C1=C(C)NC(=O)NC1c1ccccc1 (stereo unspecified)	·	-6%	-6%[46.1 µM]	3%	-0.2%	4%[38.3 µM]	-18%
CCOC(=O)c1ccccc1NC(=O)c1ccccc1NS(C)(=O)=O	·	21%	8%[46.1 µM]	4%	1.0%	19%[38.3 µM]	29%
CN(Cc1cn(C)c2ccccc12)C(=S)Nc1cc(F)cc(F)c1	-12%	-12%	-13%	-3%	1.1%	14%	-14%
COc1ccc2c(c1)C1(C)CC(C)(C)N2C(=O)N1c1ccccc1 (stereo unspecified)	-16%	7%	-27%[46.1 µM]	-4%	0.0%	-6%[38.3 µM]	4%
Cc1cc(NC(=S)N(Cc2ccc(Br)cc2)Cc2ccc(C(=O)O)cc2)ccc1Cl	·	-1%	-58%	·	4.0%	13%	17%
CC(/C=N/Nc1nc(N2CCCCC2)nc(N2CCCCC2)n1)=C\c1ccccc1	-8%	-1%	-21%[46.1 µM]	7%	-0.2%	10%[38.3 µM]	-2%
CCOc1ncccc1C(=O)OCC(=O)Nc1cc(S(=O)(=O)N(CC)CC)ccc1C	·	-3%	9%	·	6.6%	12%	11%
Cc1c(C(=O)NC2CCCc3ccccc32)oc2ccc(S(=O)(=O)N3CCCCC3)cc12 (stereo unspecified)	5%	7%	-24%	2%	-6.9%	7%	-9%
COc1ccc(OC)c(C2C(C#N)=C(N)Oc3cc(C)[nH]c(=O)c32)c1 (stereo unspecified)	5%	3%	-2%[46.1 µM]	0%	0.3%	-8%[38.3 µM]	-1%
CCN(c1ccccc1)S(=O)(=O)c1cc(C(=O)OC(C)C(=O)Nc2ccc3c(c2)OCCO3)ccc1C (stereo unspecified)	-17%	?	-31%	0%	-0.8%	3%	2%
Cc1ccc(S(=O)(=O)N2CCC(=O)N2)cc1	-3%	-2%	2%[46.1 µM]	-1%	-2.7%	-4%[38.3 µM]	22%
CCCNC(=O)Cn1cnc2sc(C(=O)N3CCN(CCC)CC3)c(C)c2c1=O	·	2%	-2%[46.1 µM]	2%	1.2%	5%[38.3 µM]	-9%

From PubChem BioAssay
